Assay outcomes deposited in PubChem by several laboratories.
BoNT-A LC inh2: BoNT/A light chain protease inhibitors, primary screen, biochemical, flow cytometry, MLPCN library; Botulinum neurotoxin type A light chain protease (Clostridium botulinum A str. ATCC 3502); multiplex microsphere protease substrate cleavage; hit rate 0.17% among 360,000; inhibition, % at 10 µM; also: plate controls were buffer without enzyme for full effect and enzyme alone for no effect
PrPC surface inh: inhibitors of human cell surface prion protein PrPC, primary screen, cell-based, TR-FRET. Major prion protein (Homo sapiens), P04156. hit rate 0.43% among 370,000. inhibition, % at 13.8 µM. TR-FRET read-out; in the data active = inhibition above about 24%; also: 0% = median of the test wells and 100% = reference compound wells
Yp Topo-I inh: Yersinia pestis topoisomerase I inhibitors, primary screen, biochemical, cleavage product accumulation, plate reader, single point | AID 504884, 2011 | hit rate 0.064% among 360,000 | DNA topoisomerase I (Yersinia pestis CO92) | Y. pestis Topo-I cleavage product accumulation | activity, % at 10 µM; in the data active = activity above about 50%, passing the limit was not always enough; inconclusive = no clear call, values can overlap the other calls; also: inactives centre near 2
3CLpro inhibitor: SARS-CoV 3CLpro protease inhibitors, primary screen, biochemical, quenched FRET; Replicase polyprotein 1ab (Severe acute respiratory syndrome coronavirus), P0C6X7; recombinant SARS-CoV 3CLpro, quenched FRET peptide cleavage; inhibition, % at 6 µM; hit rate 0.14% among 290,000; in the data active = inhibition above about 12%
Vc quorum ag: inducers of Vibrio cholerae quorum light production without autoinducers, primary screen, BH1578 luxS cqsA deficient, single point; AID 588436, 2011; hit rate 0.16% among 350,000; V. cholerae BH1578 lux reporter, luminescence, 6 h; activation, % at 18.7 µM; in the data active = activation mostly above about 9.7%, no sharp cut-off; inconclusive = no clear call, values can overlap the other calls; inactive = mostly below about 3.7%; also: not every result past the cut was called active; inactives centre near 0; reference of the scale not given here
SSB-PriA inh: inhibitors of Klebsiella pneumoniae PriA binding to SSB C-terminal tail, primary screen, biochemical, AlphaScreen. PriA–SSB C-terminal tail interaction (Klebsiella pneumoniae). AlphaScreen SSBct-PriA binding, biotinylated peptide. inhibition, % at 33 µM. hit rate 0.6% among 430,000. AID 1272365, 2023; in the data active = inhibition mostly above about 37%, no sharp cut-off; inactive = mostly below about 20%;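 also: plate controls were negative control peptide for no effect and reference peptide for full effect; strong numbers were not always called active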
TcdB GH inh: TcdB glycohydrolase inhibitors, primary screen, biochemical, single point, plate reader | Toxin B (Clostridioides difficile), P18177 | TcdB glycohydrolase enzymatic assay | inhibition, % at 9.99 µM | hit rate 0.24% among 350,000 | AID 652162, 2013; in the data active = inhibition above about 10%
Anthrax LF prot: Bacillus anthracis LF protease inhibitors, primary screen, biochemical, multiplex microsphere, MLPCN library; Lethal factor (Bacillus anthracis), P15917; multiplex microsphere protease cleavage assay; inhibition, % at 10 µM; hit rate 0.12% among 360,000; AID 588501, 2011; also: plate controls were buffer without enzyme for full effect and enzyme alone for no effect
Target sequence (P15917 whole entry, looked up): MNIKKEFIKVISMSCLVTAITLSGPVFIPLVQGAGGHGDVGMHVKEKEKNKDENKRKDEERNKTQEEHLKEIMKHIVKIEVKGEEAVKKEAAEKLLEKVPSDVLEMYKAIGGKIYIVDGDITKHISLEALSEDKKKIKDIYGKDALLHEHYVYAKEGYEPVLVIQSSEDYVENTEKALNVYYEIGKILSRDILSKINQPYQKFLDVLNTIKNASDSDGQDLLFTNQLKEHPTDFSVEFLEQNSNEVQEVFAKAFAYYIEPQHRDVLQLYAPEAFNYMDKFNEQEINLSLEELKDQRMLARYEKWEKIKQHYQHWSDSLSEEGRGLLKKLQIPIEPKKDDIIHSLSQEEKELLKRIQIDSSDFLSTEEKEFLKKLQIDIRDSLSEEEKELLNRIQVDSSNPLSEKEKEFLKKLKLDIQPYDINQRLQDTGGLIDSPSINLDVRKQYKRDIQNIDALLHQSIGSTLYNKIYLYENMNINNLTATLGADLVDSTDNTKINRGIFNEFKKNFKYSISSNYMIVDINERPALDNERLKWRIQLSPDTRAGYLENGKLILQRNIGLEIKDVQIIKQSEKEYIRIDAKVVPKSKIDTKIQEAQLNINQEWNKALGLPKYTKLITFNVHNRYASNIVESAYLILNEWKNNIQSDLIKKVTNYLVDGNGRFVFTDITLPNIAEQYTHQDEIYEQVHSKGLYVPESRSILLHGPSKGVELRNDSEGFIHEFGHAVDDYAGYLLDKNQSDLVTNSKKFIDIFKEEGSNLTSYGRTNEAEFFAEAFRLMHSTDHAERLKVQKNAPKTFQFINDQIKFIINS
PfHsp40 rescue: rescue of yeast from PfHsp40 toxicity, primary screen, S. cerevisiae, ATP luminescence | hit rate 0.68% among 340,000 | AID 504582, 2011 | S. cerevisiae expressing PfHsp40, growth rescue | growth rescue, % at 12.5 µM; in the data active = growth rescue above about 28%, passing the limit was not always enough; inconclusive = no clear call, values can overlap the other calls;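 also: yeast W303a lacking pdr1 and pdr3 grown in galactose medium; growth measured after three days at 30 °C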
The depositor's hits bear a star; & = joins results of further samples. Rule as the data show it, unless noted: active = inhibition above about 30%; inconclusive = no clear call, values can overlap the other calls; inactive = below that. Not all compounds are listed, so the mix of outcomes need not match the whole.

Screening CC(=O)CSc1nnc(-c2ccco2)n1-c1ccccc1 returned BoNT-A LC inh2 -1.9, PrPC surface inh -5, Yp Topo-I inh -2, 3CLpro inhibitor -1, Vc quorum ag -1.4, SSB-PriA inh 1, TcdB GH inh -0.2, Anthrax LF prot -6 and PfHsp40 rescue 1.4.
`C#CCOC(=O)CCCC(=O)Nc1ccccc1OC` gave BoNT-A LC inh2 0.3, PrPC surface inh 2, Yp Topo-I inh 1, 3CLpro inhibitor 4, Vc quorum ag inactive, SSB-PriA inh -19, Anthrax LF prot -2 and PfHsp40 rescue 2.3.
Screening Cc1ccc(NC(=O)CCN2C(=O)C3CC=CCC3C2=O)cc1Cl (stereo not given) returned BoNT-A LC inh2 -0.2, PrPC surface inh 1, Yp Topo-I inh 4, Vc quorum ag 2.0, SSB-PriA inh -6, TcdB GH inh 0.9, Anthrax LF prot -6 and PfHsp40 rescue -0.7.
For CC(C)(C)CN1CCC(Oc2cccc(C(=O)N3CCC[C@H]3CO)c2)CC1 the results were BoNT-A LC inh2 0.3, PrPC surface inh -3, Yp Topo-I inh 12, 3CLpro inhibitor 3, Vc quorum ag -0.2, SSB-PriA inh -7, TcdB GH inh -0.5, Anthrax LF prot -1 and PfHsp40 rescue 0.8.
COCCNc1nc(Cl)c(C#N)s1 was read as BoNT-A LC inh2 -0.1, PrPC surface inh 9, Yp Topo-I inh -3, 3CLpro inhibitor 5, Vc quorum ag 0.5, SSB-PriA inh 6, TcdB GH inh 1.6, Anthrax LF prot -1 and PfHsp40 rescue 1.5.
COc1ccc(C)cc1NC(=O)CCNC(=O)Cn1ccc2ccccc2c1=O was read as BoNT-A LC inh2 0.4, PrPC surface inh 13, Yp Topo-I inh 11, 3CLpro inhibitor -3, Vc quorum ag inactive, SSB-PriA inh -23, TcdB GH inh -10, Anthrax LF prot -15 and PfHsp40 rescue -0.1.
Screening Cc1ccc(CNC(=O)c2ccc(CNS(=O)(=O)c3ccc4c(c3)C(C)(C)C(=O)N4C)cc2)o1 returned BoNT-A LC inh2 0.2, PrPC surface inh -8, Yp Topo-I inh 12, 3CLpro inhibitor -8, Vc quorum ag -0.3, SSB-PriA inh -9, TcdB GH inh 0.6, Anthrax LF prot 5 and PfHsp40 rescue 5.3.
`Cc1ccc(NC(=O)[C@H](NC(=O)[C@@H]2Cc3ccccc3CN2)c2ccccc2)cc1` gave BoNT-A LC inh2 -1.9, PrPC surface inh 5, Yp Topo-I inh -4, 3CLpro inhibitor 1, Vc quorum ag -0.2, SSB-PriA inh -3, TcdB GH inh 0.0, Anthrax LF prot -1 and PfHsp40 rescue 0.3.
`O=C(NCC(=O)N1CCN(C(=O)c2ccco2)CC1)c1ccccc1` gave BoNT-A LC inh2 -1.1, PrPC surface inh 7, Yp Topo-I inh 2, 3CLpro inhibitor -1, Vc quorum ag -0.4, SSB-PriA inh 0, TcdB GH inh 0.8, Anthrax LF prot 0 and PfHsp40 rescue -0.1.
COc1ccc(Oc2cccc(Cl)c2CNC(=O)CC(C)(C)CC(=O)O)cc1 was read as BoNT-A LC inh2 inconclusive, PrPC surface inh 4, Yp Topo-I inh 3, 3CLpro inhibitor -2, Vc quorum ag 0.0, SSB-PriA inh -1, TcdB GH inh 0.6, Anthrax LF prot -14 and PfHsp40 rescue 1.9.
For CCC(=O)NC(c1ccc(Cl)cc1Cl)c1ccc2cccnc2c1O (stereo not given) the results were BoNT-A LC inh2 -1.6, PrPC surface inh 28*, Yp Topo-I inh -6, 3CLpro inhibitor 2, Vc quorum ag inactive, SSB-PriA inh -4, TcdB GH inh -0.7, Anthrax LF prot -6 and PfHsp40 rescue 122*.
Screening O=C(N/N=C/c1c[nH]c2ccccc12)c1ccccc1O returned BoNT-A LC inh2 -4.9, PrPC surface inh 6, Yp Topo-I inh 4, 3CLpro inhibitor -3, Vc quorum ag -0.4, TcdB GH inh 0.7, Anthrax LF prot -10 and PfHsp40 rescue 0.8.
`CC(C)OC(=O)c1c(NC(=O)C2CC=CCC2C(=O)O)sc2c1CCCCC2` (stereo not given) gave BoNT-A LC inh2 2.8, PrPC surface inh 5, Yp Topo-I inh 20, 3CLpro inhibitor 9, Vc quorum ag inactive, SSB-PriA inh -9, TcdB GH inh -3.8, Anthrax LF prot 3 and PfHsp40 rescue 2.4.
For C[C@@H]1CN([C@@H](C)CO)S(=O)(=O)c2ccc(Br)cc2O[C@H]1CN(C)C(=O)Nc1ccc(C(F)(F)F)cc1 the results were BoNT-A LC inh2 -0.3, PrPC surface inh -2, Yp Topo-I inh 4, Vc quorum ag -4.5, TcdB GH inh 0.7 and Anthrax LF prot -3.
`COc1cc(C(=O)N/C(=C\c2cn(C)c3ccccc23)C(=O)NCCCO)cc(OC)c1OC` gave BoNT-A LC inh2 -0.7, PrPC surface inh -10, Yp Topo-I inh 4, 3CLpro inhibitor -3, Vc quorum ag -0.3&8.5, SSB-PriA inh 1, TcdB GH inh 0.4, Anthrax LF prot -5 and PfHsp40 rescue -1.9.
For CCOc1ccc(CCNC(=O)CSCC(=O)Nc2cccc(C)c2)cc1OCC the results were BoNT-A LC inh2 5.3, PrPC surface inh -3, Yp Topo-I inh 14, Vc quorum ag -0.4, SSB-PriA inh 2, TcdB GH inh 0.9, Anthrax LF prot 7 and PfHsp40 rescue -0.6.
Screening Cc1cc(C)cc(NC(=O)C2CCN(S(=O)(=O)c3ccc4c(c3)NC(=O)C(C)S4)CC2)c1 (stereo not given) returned PrPC surface inh -1, Yp Topo-I inh 22, 3CLpro inhibitor 10, Vc quorum ag -5.1, SSB-PriA inh -2, TcdB GH inh 1.0 and PfHsp40 rescue 0.4.
O=c1c2ccccc2[nH]c(=S)n1CCCN1CCN(C2CCCCC2)CC1 was read as BoNT-A LC inh2 0.2, PrPC surface inh -1, Yp Topo-I inh -1, 3CLpro inhibitor 1, Vc quorum ag -0.5, SSB-PriA inh -3, Anthrax LF prot -1 and PfHsp40 rescue 0.3.
Screening Cc1c(C(=O)Nc2c(F)cccc2F)sc2ncnc(N3CCN(c4ccccc4)CC3)c12 returned BoNT-A LC inh2 -0.2, PrPC surface inh -4, Yp Topo-I inh -2, 3CLpro inhibitor 5, Vc quorum ag -0.3, SSB-PriA inh 4, TcdB GH inh 1.7, Anthrax LF prot 0 and PfHsp40 rescue 3.7.
COc1ccc(OCc2nnc(SCc3ccc(C(=O)O)cc3)o2)cc1 was read as BoNT-A LC inh2 -1.0, PrPC surface inh 4, Yp Topo-I inh 8, 3CLpro inhibitor 3, Vc quorum ag -0.3, SSB-PriA inh 0, TcdB GH inh -1.4, Anthrax LF prot -1 and PfHsp40 rescue 0.2.
Screening CC(=O)Nc1cccc(C(=O)/C=C/c2ccco2)c1 returned BoNT-A LC inh2 inconclusive, PrPC surface inh -2, Yp Topo-I inh -8, 3CLpro inhibitor 0, Vc quorum ag 3.0, SSB-PriA inh -3, Anthrax LF prot -6 and PfHsp40 rescue -1.0.
Cc1cccc(OCC(=O)Nc2ccc3c(C)cc(=O)oc3c2)c1 was read as BoNT-A LC inh2 0.3, PrPC surface inh 10, Yp Topo-I inh 4, 3CLpro inhibitor 2, Vc quorum ag -0.3, SSB-PriA inh 8, Anthrax LF prot 0 and PfHsp40 rescue -0.2.
Screening Cc1ccccc1NC(=O)CSc1nnc2ccc(-c3ccccn3)nn12 returned BoNT-A LC inh2 4.0, PrPC surface inh 3, Yp Topo-I inh -1, Vc quorum ag -1.6, SSB-PriA inh -20&-6, TcdB GH inh 4.2, Anthrax LF prot -3 and PfHsp40 rescue 0.3.
For COc1ccc(OC)c(S(=O)(=O)NCCc2csc(-c3cccnc3)n2)c1 the results were PrPC surface inh -3, Yp Topo-I inh -2, 3CLpro inhibitor 4, Vc quorum ag 0.5, SSB-PriA inh -16&-3, TcdB GH inh 0.6 and PfHsp40 rescue 0.1.
COCCN(C(=O)c1ccco1)c1nnc(-c2ccc(F)cc2)s1 was read as BoNT-A LC inh2 -0.7, PrPC surface inh -4, Yp Topo-I inh 6, 3CLpro inhibitor -3, Vc quorum ag -0.2, SSB-PriA inh 1, TcdB GH inh -0.7, Anthrax LF prot -5 and PfHsp40 rescue -0.4.
Screening COc1ccc(O)c(/C=N/NC(=S)NCCc2ccccc2)c1 returned BoNT-A LC inh2 -2.8, PrPC surface inh -3, Yp Topo-I inh 0, 3CLpro inhibitor 6, Vc quorum ag -0.4, TcdB GH inh 0.7, Anthrax LF prot -2 and PfHsp40 rescue 8.0.
Screening CN1C(c2ccc(F)cc2)=CS/C1=C(/C#N)c1nnc2n1-c1ccccc1SC2 returned BoNT-A LC inh2 0.0, PrPC surface inh 5, Yp Topo-I inh 13, Vc quorum ag inactive, SSB-PriA inh 2, TcdB GH inh 0.6, Anthrax LF prot -1 and PfHsp40 rescue -0.6.
Screening O=C(NCCc1cccs1)C1CC(c2ccccc2F)=NO1 (stereo not given) returned BoNT-A LC inh2 -1.5, PrPC surface inh -2, Yp Topo-I inh -1, Vc quorum ag -0.6, SSB-PriA inh -10, Anthrax LF prot -5 and PfHsp40 rescue -0.4.
For CN(c1cccc(NC(=O)CN(c2cccc(Cl)c2)S(=O)(=O)c2ccc(Cl)cc2)c1)S(C)(=O)=O the results were BoNT-A LC inh2 0.6, PrPC surface inh 1, Yp Topo-I inh 1, 3CLpro inhibitor 4, Vc quorum ag -0.3, SSB-PriA inh -3, Anthrax LF prot 0 and PfHsp40 rescue 0.7.
`COc1ccc(S(=O)(=O)NCC(c2cccnc2)N2CCN(c3ccccc3OC)CC2)cc1C` (stereo not given) gave BoNT-A LC inh2 0.7, PrPC surface inh 4, Yp Topo-I inh 11, 3CLpro inhibitor 2, SSB-PriA inh 17, Anthrax LF prot 5 and PfHsp40 rescue -1.2.
`COc1ccc(NC(=O)C2CC(=O)N(c3ccc(C)cc3)C2)cc1S(=O)(=O)N1CCCCC1` (stereo not given) gave BoNT-A LC inh2 -0.4, PrPC surface inh -9, Yp Topo-I inh -2, Vc quorum ag 0.5, TcdB GH inh 0.2 and Anthrax LF prot 6.
CCNC(=O)C1CCCN(C(=O)c2ccc3ccccc3c2)CC1 (stereo not given) was read as BoNT-A LC inh2 -0.1, PrPC surface inh -5, Yp Topo-I inh 0, Vc quorum ag inactive, TcdB GH inh 1.3 and Anthrax LF prot 0.

Reprinted at random: two compounds from above, in no set order.
Screening O=C(N/N=C/c1c[nH]c2ccccc12)c1ccccc1O returned BoNT-A LC inh2 -4.9, PrPC surface inh 6, Yp Topo-I inh 4, 3CLpro inhibitor -3, Vc quorum ag -0.4, TcdB GH inh 0.7, Anthrax LF prot -10 and PfHsp40 rescue 0.8.
Screening CC(=O)CSc1nnc(-c2ccco2)n1-c1ccccc1 returned BoNT-A LC inh2 -1.9, PrPC surface inh -5, Yp Topo-I inh -2, 3CLpro inhibitor -1, Vc quorum ag -1.4, SSB-PriA inh 1, TcdB GH inh -0.2, Anthrax LF prot -6 and PfHsp40 rescue 1.4.

Filtered by structure, those above containing a cyano group
COCCNc1nc(Cl)c(C#N)s1 was read as BoNT-A LC inh2 -0.1, PrPC surface inh 9, Yp Topo-I inh -3, 3CLpro inhibitor 5, Vc quorum ag 0.5, SSB-PriA inh 6, TcdB GH inh 1.6, Anthrax LF prot -1 and PfHsp40 rescue 1.5.
Screening CN1C(c2ccc(F)cc2)=CS/C1=C(/C#N)c1nnc2n1-c1ccccc1SC2 returned BoNT-A LC inh2 0.0, PrPC surface inh 5, Yp Topo-I inh 13, Vc quorum ag inactive, SSB-PriA inh 2, TcdB GH inh 0.6, Anthrax LF prot -1 and PfHsp40 rescue -0.6.
